Bioassay records from PubChem.
aGal spleen mod = qHTS Assay for Inhibitors and Activators of Human alpha-Galactosidase From Spleen Homogenate; human spleen homogenate, 4MU-alpha-Gal fluorescence, 40 min; Potency, µM (doses to about 80 µM), without a hit: top-dose activity change, negative = inhibition, most hits filed as inhibitors; hit rate 0.008% among 240,000; AID 2107, 2009;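 note: potency is the fitted concentration of half-maximal effect; 0% = enzyme with vehicle and -100% = no enzyme basal signal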
Target sequence (P06280 32-429 limits assumed): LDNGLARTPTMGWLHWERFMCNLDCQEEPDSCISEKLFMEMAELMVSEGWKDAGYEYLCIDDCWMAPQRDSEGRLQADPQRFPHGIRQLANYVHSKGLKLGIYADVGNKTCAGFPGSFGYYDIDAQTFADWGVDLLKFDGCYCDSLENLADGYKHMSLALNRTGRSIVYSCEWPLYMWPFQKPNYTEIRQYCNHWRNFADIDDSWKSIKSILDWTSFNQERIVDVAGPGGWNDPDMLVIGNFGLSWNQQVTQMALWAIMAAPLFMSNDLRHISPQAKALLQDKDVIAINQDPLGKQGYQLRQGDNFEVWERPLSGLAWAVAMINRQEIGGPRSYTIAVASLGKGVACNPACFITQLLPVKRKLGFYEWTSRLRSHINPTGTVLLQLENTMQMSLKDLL
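Inhibition or activation of alpha-galactosidase in human spleen homogenate is scored by 4-MU fluorescence after 40 min at 37C, pH 5.0, with 1 mM substrate. AC50s come from concentration-response fitted to the Hill equation.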
CBFb RUNX1 block = qHTS Assay for Compounds Blocking the Interaction Between CBF-beta and RUNX1 for the Treatment of Acute Myeloid Leukemia; Runt-related transcription factor 1 (Homo sapiens) + Core-binding factor subunit beta …; AlphaScreen CBFb-His/RUNX1-biotin binding, biochemical; Potency, µM (titrated, usually from 59.8 µM), without a hit: at the top dose activity, negative = inhibition, most hits filed as inhibitors; 230,000 tested, under 10 active; AID 1477, 2009; note: % of control where 0% means no effect
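AlphaScreen binding: CBFb-His and RUNX1-biotin (30 nM each) preincubated 20 min, compound added for 15 min, then nickel and streptavidin beads for 90 min, all at room temperature. Disruption of the interaction by any mechanism counts as activity.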
IMPase Li inh = qHTS Assay for Identifying the Cell-Membrane Permeable IMPase Inhibitors: Potentiation with Lithium; CHO-M1 cells, IP1 TR-FRET (IP-One), carbachol + lithium; Potency, µM (series often up to 59.4 µM), inactives show at the highest dose activity, negative = IMPase inhibition, hits mostly inhibitors; hit rate 0.35% among 210,000; AID 1457, 2008;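 note: IP1 builds up when IMPase is blocked and the TR-FRET signal falls; potency is the fitted concentration of half-maximal effect; plate controls were basal vehicle for no effect and high inhibitor control for full effect; nearly all actives have a fitted effect of over 50% in size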
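Concentration–response in CHO-M1 cells, lithium-potentiated; 30 min at 37C. IP1 detected by competitive TR-FRET after 10 min lysis at RT. Hill-fitted AC50.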
Lamin A splicing = qHTS Assay for Modulators of Lamin A Splicing | HeLa LMNA splicing GFP/RFP minigene ratio, 48 h | Potency, µM (highest dose often 46.1 µM), for the others: at the highest dose ratio change, negative = inhibition, hits mostly inhibitors | hit rate 0.01% among 200,000; active = well fitted inhibition curve with a large enough effect in the signal ratio, with a control signal flat, not every such curve was filed as active; inconclusive = small, poorly fitted or top-dose-only effect, or effect the other way, or a change in a side signal; the % refers to the signal ratio; note: potency is the fitted concentration of half-maximal effect; % is set by controls: 0 for no effect and ±100 for the full control effect
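S3 HeLa cells stably expressing lamin A-EGFP splicing minigene plus DsRed2, 600 cells/well, 48 h compound exposure at 37C. Laser-scanning cytometry; analysed as GFP (500-530 nm)/RFP (575-640 nm) total intensity ratio; 0.5% DMSO vehicle.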
Luc counter = Counterscreen for Luciferase (Kinase-Glo TM) Inhibition; Potency, µM (series often up to 38.3 µM), for inactives: at the highest dose activity change, negative = inhibition, hits mostly inhibitors; Luciferin 4-monooxygenase (Photuris pensylvanica), Q27757; hit rate 0.28% among 200,000; Kinase-Glo luciferase, ATP luminescence, 8 min; note: potency is the fitted concentration of half-maximal effect; % is set by controls: 0 for no effect and ±100 for the full control effect; nearly all actives have a fitted effect of over 60% in size
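Compound is pinned into ATP-containing buffer (10 uM ATP, imidazole pH 7.2, 7 mM MgCl2). Kinase-Glo luciferase reagent is then added. Light output is recorded following an 8-min room-temperature incubation.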
NPSR antag = qHTS Assay for Antagonists of the Neuropeptide S Receptor: cAMP Signal Transduction. Q6W5P4. CHO-NPSR cells, cAMP TR-FRET, antagonist mode. AID 1461, 2008. Potency, µM (doses to about 38.3 µM), inactives show top-dose activity change, negative = inhibition, usual class: inhibitors. hit rate 1% among 220,000; note: potency is the fitted concentration of half-maximal effect; % is set by controls: 0 for no effect and ±100 for the full control effect; nearly all actives have a fitted effect of over 50% in size; many of its hits are not listed in these tables
Target sequence (Q6W5P4 whole entry, looked up): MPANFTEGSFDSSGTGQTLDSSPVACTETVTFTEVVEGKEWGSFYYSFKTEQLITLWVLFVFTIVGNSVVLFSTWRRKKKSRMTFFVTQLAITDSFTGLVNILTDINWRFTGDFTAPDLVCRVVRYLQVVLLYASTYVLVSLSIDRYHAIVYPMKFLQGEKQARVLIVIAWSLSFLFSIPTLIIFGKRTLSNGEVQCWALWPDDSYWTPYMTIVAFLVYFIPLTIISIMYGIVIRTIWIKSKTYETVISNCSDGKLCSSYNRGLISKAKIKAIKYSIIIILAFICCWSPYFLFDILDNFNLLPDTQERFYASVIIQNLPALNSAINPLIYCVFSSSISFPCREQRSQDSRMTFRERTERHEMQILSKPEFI
Epigenetic reg = Quantitative High-Throughput Screen for Regulators of Epigenetic Control; hit rate 0.2% among 280,000; Potency, µM (highest dose often 53.9 µM), for inactives: at the highest dose GFP activation, actives largely listed as activators; AID 1865, 2009; murine LDR cells, GFP reporter derepression, 30 h; note: potency is the fitted concentration of half-maximal effect; % of control where 0% means no effect; nearly all actives have a fitted effect of over 60% in size
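GFP-positive cell count by laser-scanning cytometry (objects 20–120 um) after 30 h, 37 C compound exposure of murine LDR cells; reporter is CMV-GFP integrated at a silenced locus, inducible by HDAC or DNMT inhibitors.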
* hit, by the source's call; ? = inconclusive; / = not tested or not shown; & = joins results of further samples; [ ] = dose if it differs, or a comment. Unless noted, calls come from the whole dose curve; as a rule, active = well fitted curve in the direction sought with a large enough effect; inconclusive = small, poorly fitted or top-dose-only effect, or another doubt; inactive = no such curve, though single readings can be large; an effect the other way counts as inactive or inconclusive.

No.	SMILES	aGal spleen mod	CBFb RUNX1 block	IMPase Li inh	Lamin A splicing	Luc counter	NPSR antag	Epigenetic reg
1	Cc1ccccc1Cn1nc(C)c(NC(=O)/C=C/c2cnn(C)c2)c1C	-3%	9%	-5%	-5%	-3%	0%	-2.2%
2	COc1ccc2c(c1)O[C@@H](c1ccc3c(c1)OCO3)[C@H](OC(=O)Nc1ccc(C)c(Br)c1)C2=O	12%	2%	13%	/	-2%	/	0.0%
3	COc1ccc(NC(=O)C2CCCN(S(=O)(=O)c3ccc4c(c3)oc(=O)n4C)C2)c(OC)c1 (centres undefined)	8%	-1%	-3%[38.3 µM]	-14%	-2%	-8%[46.1 µM]	-3.1%&6.9%
4	COc1ccc(B(O)O)cc1	18%	0%	-6%	/	-2%	/	3.7%
5	O=S(=O)(c1ccc(Cl)nc1)N1CCc2ccccc21	0%	7%	/	/	/	10%	0.0%
6	CCOCCCNC(=O)CCc1ccc(S(=O)(=O)Nc2ccc(C)cc2)cc1	4%	8%	3%	-17%[46 µM]	1%	-9%	-0.2%
7	CCOc1ccc(NC(=S)N2CCn3c(nc4ccccc43)C2)cc1	-8%	-7%	1%	15%[46 µM]	-1%	9%	-0.3%
8	N=C1C(c2nc3ccccc3s2)=C(O)CN1C1CCC(O)CC1 (centres undefined)	8%	-3%	/	/	/	12%[7.67 µM]	-0.3%
9	O=C(C1CC1)N1CCN(c2ccc([N+](=O)[O-])cc2-n2cccc2)CC1	-4%	-14%	/	/	/	-38%	-3.1%
10	Cn1cc(-c2nc3ccccc3[nH]2)c2ccccc21	6%	6%	50%[activator][38.3 µM]	?	-17%	5%[46.1 µM]	0.0%
11	N#Cc1cccc(NC(=O)N2CCC3(CC2)CCN(C(=O)c2cnccn2)CC3)c1	-3%	/	14%	/	0%	/	/
12	COC(=O)c1ccc(NC(=O)c2cn(-c3ccccc3)nc2-c2ccncc2)cc1	0%	3%	?	8%	6%	-11%[46.1 µM]	1.4%
13	Cc1cc(C)nc(NNC2=CC(=O)CC(C)(C)C2)n1	-2%	5%	3%	?	3%	6%	-0.2%
14	CC(C)c1ccccc1NC(=O)c1ccc(CN(c2ccccc2)S(=O)(=O)c2ccccc2)cc1	-23%	-5%	8%	?	-1%	-1%	0.0%
15	Cc1cccc(OCCC(=O)Nc2ccc(F)c(Cl)c2)c1	7%	9%	3%	-9%	0%	-20%	1.9%
16	CCOC(=O)c1cc2ccccc2nc1C	6%	-2%	-6%[38.3 µM]	10%	2%	-7%[46.1 µM]	4.0%
17	Cc1ccc(N2C(=O)C3CC3C2=O)cc1 (centres undefined)	-23%	7%	-7%	1%[46 µM]	5%	12%	-0.7%
18	CCOc1ccc(NC(=O)CN2CCN(CC(=O)Nc3ccc(C(=O)OC)cc3)CC2)cc1	10%	8%	-1%	-10%	-3%	0%[46.1 µM]	0.9%
19	COCC(=O)Nc1nnc(CCc2ccccc2)s1	-9%	6%	-9%[38.3 µM]	?	-5%	8%[46.1 µM]	0.6%
20	COC(=O)C/C=C/C(C)C(OC)c1ccccc1Br (centres undefined)	1%[17.5 µM]	9%[13.1 µM]	/	/	/	/	1.1%[10.1 µM]
21	CCn1c(SCc2nc(-c3ccc(Cl)cc3)no2)nnc1-c1ccco1	5%	-2%	14%[38.3 µM]	2%	-1%	-19%[46.1 µM]	-0.7%
22	CCN(CC)S(=O)(=O)c1ccc(O)c(C(=O)OCC(=O)Nc2ccc(OC(F)(F)F)cc2)c1	0%	-9%	15%	-36%[46 µM]	3%	-1%	-1.4%
23	O=C(NCCSCc1ccccc1)c1ccc(C2SCC(=O)N2Cc2ccccc2)cc1 (centres undefined)	11%	-6%	38%[activator][38.3 µM]	?	-4%	-29%[46.1 µM]	0.0%
24	Cc1cc(C(=O)OCC(=O)Nc2ccc(F)cc2[N+](=O)[O-])c2ccccc2n1	-5%	-2%	1%	-2%	2%	15%	-0.9%
25	CC(=O)c1ccc(Nc2ccc(-c3ccccc3C)nn2)cc1	2%	3%	11%	/	-5%	-12%	1.6%
26	COc1ccc(/C=N/Nc2cc(C)nc(NS(=O)(=O)c3ccc(C)cc3)n2)cc1	9%	-4%	3%	?	1%	-22%[46.1 µM]	0.0%
27	Cc1cc(C)c(C#N)c(SCC(=O)Nc2ccccc2)n1	5%	3%	-13%	/	0%	-15%	-2.1%
28	COc1ccccc1NC(=O)CC1COc2ccccc2O1 (centres undefined)	4%	1%	-16%[38.3 µM]	3%	-4%	-11%[46.1 µM]	1.9%
29	CCc1nc(N)c(C#N)c(-c2ccc(F)cc2)c1C	7%	1%	6%[38.3 µM]	8%	2%	-7%[46.1 µM]	-5.9%
30	O=C(c1ccccc1)c1nc2ccccc2[nH]c1=O	-3%	3%	-16%[38.3 µM]	10%	0%	-13%[46.1 µM]	-1.0%
31	CC(C)Sc1nc2ccccc2n1CC(=O)NCc1ccc2c(c1)OCO2	9%	1%	-2%[38.3 µM]	-12%	-2%	-7%[46.1 µM]	-0.4%
32	Brc1ccc(-c2noc(-c3ccccc3)n2)o1	4%	12%	/	/	/	2%	0.0%&-1.1%
33	COc1ccccc1OC[C@H](O)CO	-4%[29.1 µM]	6%[21.7 µM]	-8%	?	1%[17.1 µM]	/	-1.4%[16.9 µM]
34	O=S(=O)(/C=C/c1ccccc1)n1cnc2ccccc21	-6%	-1%	-16%[38.3 µM]	6%	11%	-4%[46.1 µM]	1.0%
35	CC(C)(C)c1ccc(C2CC2C(=O)N/N=C\c2ccc[nH]2)cc1 (centres undefined)	3%	?	15%	?	-5%	53%	2.3%
36	CC[C@@H]1C(c2cccc(C)c2)=NN(c2ccc(Br)cc2)[C@H]1C(=O)N1CCOC1=O	11%	?	-3%	/	0%[39.9 µM]	/	1.4%
37	NC(=O)c1cc2ccccc2o/c1=N\NC(=O)c1ccco1	1%	-2%	11%	-8%	-1%	-34%	-1.0%
38	O=C(CSc1ccccc1)Nc1cc(Cl)ccc1Oc1ccccc1	-2%	?	18%	-10%	2%	-41%	2.1%
39	O=C(Cc1coc2cc3c(cc12)CCC3)OCc1cc(=O)n2c(n1)sc1ccccc12	2%	-21%	23%[38.3 µM]	-11%	-2%	-21%[46.1 µM]	-1.9%
40	O=C(COc1ccccc1/C=C\c1[nH]c(=O)[nH]c(=O)c1[N+](=O)[O-])Nc1ccccc1	-2%	4%	2%	/	/	6%	1.3%
41	COC(=O)C1=C(C)OC(N)=C(C#N)C1c1cccnc1 (centres undefined)	-11%	-1%	22%[38.3 µM]	-1%	-3%	-2%[46.1 µM]	-1.0%
42	COc1ccc(C(C(=O)NCCC(C)C)N(CCN2CCOCC2)C(=O)Cn2nnc3ccccc32)c(OC)c1 (centres undefined)	-2%	1%	10%	/	1%	26%	-1.0%
43	N/C(CSc1ncccc1C(F)(F)F)=N\O	-3%	2%	/	/	/	-27%	0.2%
44	Cc1cc(C)c(NC(=O)Cn2c(=O)n(Cc3ccco3)c(=O)c3ccccc32)c(C)c1	-1%	6%	0%	-6%	9%	-11%[46.1 µM]	2.8%
45	CCCOc1ccc(C(CC(=O)O)NS(=O)(=O)c2ccc(NC(C)=O)cc2)cc1 (centres undefined)	-2%	2%	-1%[38.3 µM]	-2%	2%	-7%[46.1 µM]	-0.9%
46	O=C(O)c1ccc(-n2ncc3c2/C(=C/c2cccc([N+](=O)[O-])c2)CC3)cc1	-8%	-3%	/	/	/	-47%	-1.1%
47	O=C(Nc1ccccc1)NC1CS(=O)(=O)CC1O (centres undefined)	7%	2%	3%	-11%	-2%	-6%[46.1 µM]	0.0%
48	CC(C)NCC(O)COc1ccc(Br)cc1 (centres undefined)	2%	6%	0%	0%[46 µM]	0%	15%	0.8%
49	CCc1ccc(-n2c(C)n[nH]c2=S)cc1	1%	12%	2%	1%[46 µM]	1%	-13%	0.0%
50	COc1ccccc1NC(=O)c1[nH]c(C)c(C(C)=O)c1C	-13%	0%	-8%[38.3 µM]	-14%	-3%	-8%[46.1 µM]	-2.9%
51	CC(=O)Nc1ccc(C(=S)NCc2ccco2)cc1	4%	-4%	12%[38.3 µM]	?	0%	-10%[46.1 µM]	0.0%
52	S=c1[nH]nc(-c2ccco2)n1/N=C/c1ccc(Cl)cc1	5%	?	4%	?	1%	-17%	-1.0%
53	COc1ccc(COc2cc(-c3cccc(OC)c3)nc3ccc(NC(=O)c4ccc(C)cc4)cc23)cc1	8%&8%	-4%&-4%	3%&8%	?	3%[39.9 µM]	-9%	2.2%[40.7 µM]
54	CCOCCCNC(=O)C(NC(=O)c1ccccc1O)c1ccc(C)cc1 (centres undefined)	-2%	2%	4%	/	/	-15%	3.9%
55	COc1cc(/C=N/n2c(-c3n[nH]c4c3CCC4)n[nH]c2=S)ccc1O	4%	7%	/	/	/	-8%	0.0%
56	NC(=O)N1CCCC1C(=O)Nc1ccc(Cl)c(Cl)c1 (centres undefined)	11%	1%	-1%[38.3 µM]	-12%	-1%	18%[46.1 µM]	1.1%
57	COc1ccc(S(=O)(=O)N2CCN(C)CC2)cc1Br	4%	-3%	6%[38.3 µM]	-4%	0%	1%[46.1 µM]	0.7%
58	CC12CCCCN1CCCc1c2[nH]c2ccccc12 (centres undefined)	-11%	-5%	2%[38.3 µM]	?	2%	-4%[46.1 µM]	2.8%
59	COP(=O)(CC(=O)c1ccccc1)CC(=O)c1ccccc1	2%	-1%	1%	?	-1%	13%	-1.9%[10.1 µM]
60	CC1CN(C(=O)COC(=O)c2cccs2)CC(C)O1 (centres undefined)	-2%	7%	-1%[38.3 µM]	-5%	-6%	-8%[46.1 µM]	0.0%

Exported with two lines to a compound: part of the list above
The line under a structure holds: aGal spleen mod, CBFb RUNX1 block, IMPase Li inh, Lamin A splicing, Luc counter, NPSR antag, Epigenetic reg
#49 CCc1ccc(-n2c(C)n[nH]c2=S)cc1
→ 1%, 12%, 2%, 1%[46 µM], 1%, -13%, 0.0%
#58 CC12CCCCN1CCCc1c2[nH]c2ccccc12 (centres undefined)
→ -11%, -5%, 2%[38.3 µM], ?, 2%, -4%[46.1 µM], 2.8%

Only part of the results is shown, so the mix of outcomes need not match the whole.
